Compound activity as filed in PubChem.
APOBEC3G inh: APOBEC3G (human) deaminase inhibition; Q9HC16; recombinant A3G, ssDNA deamination FAM/TAMRA fluorescence; inhibition, % at 20 µM; actives 0.28% (n = 330,000); AID 493012;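 active = inhibition of at least 40% at 20 µM, with no more than 30% in the related APOBEC3A deaminase screen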;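 also: plate controls were DMSO wells with A3G for no effect and wells lacking A3G enzyme for full effect; some compounds called inactive have numbers as strong as hits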
MIN6 prolif: induces beta-cell replication in MIN6 cells. MIN6 cells proliferation, ATPlite luminescence, 48 h; cells starved in 0.2% serum; 100% = growth in 10% serum. proliferation, % at 10 µM. actives 0.29% (n = 330,000). AID 2380;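 active = compounds whose signal lies at least 3.5 SD above the mean of all wells on their plate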;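 also: 0% = DMSO-treated cells in low-serum medium and 100% = 10% serum control; some compounds called inactive have numbers as strong as hits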
mIAP act: mouse IAP activation | muIAP, CDP-Star luminescence, 30 min; active compounds read high; 1 = vehicle-only enzyme signal, 0 = enzyme-free wells | activation factor at 10 µM | actives 0.24% (n = 330,000) | AID 2805;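 active = activation factor of at least 2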; also: the source names both 10 and 20 µM as test concentration; values of inactives mirror those of a sister screen read the other way
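Assay system: mouse IAP enzyme / Compound: DMSO-dissolved test compounds / Timing: 30 min, room temperature / Measured by: luminescence from enzymatic CDP-Star hydrolysis / Control set: DMSO-only wells, enzyme-free buffer wells as negative control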
NLRP3 yeast inh: inhibitors of NALP3 inflammasome in yeast. inhibition, % at 10 µM. Yeast reconstituted NLRP3/ASC/caspase-1, beta-gal luminescence, 24 h. actives 0.39% (n = 330,000);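 active = inhibition of 50% or more; inactive = inhibition below 50%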;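 also: plate controls were induced DMSO wells for no effect and uninduced yeast grown without galactose for full effect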
TIM10 inh: inhibits growth of TIM10 yeast strain; actives 1.4% (n = 330,000); S. cerevisiae TIM10 strain growth, BacTiter-Glo luminescence, 24 h; inhibition, % at 10 µM;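 active = inhibition of 40% or more at the single tested concentration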;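 also: wild-type TIM10 isogenic control strain grown at permissive 25 °C; 0% = DMSO yeast wells and 100% = minimal medium wells without yeast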
hIAP inh: human IAP inhibition. P09923. inhibition, % at 10 µM. purified IAP, CDP-Star luminescence, 30 min. actives 0.12% (n = 330,000);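 active = inhibition reaching a set limit with compound at 10 µM in the primary screen, cut at about 35% in these data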;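 also: plate controls were DMSO wells with enzyme for no effect and no-enzyme buffer wells for full effect; values of inactives mirror those of a sister screen read the other way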
Target sequence (P09923 whole entry, looked up): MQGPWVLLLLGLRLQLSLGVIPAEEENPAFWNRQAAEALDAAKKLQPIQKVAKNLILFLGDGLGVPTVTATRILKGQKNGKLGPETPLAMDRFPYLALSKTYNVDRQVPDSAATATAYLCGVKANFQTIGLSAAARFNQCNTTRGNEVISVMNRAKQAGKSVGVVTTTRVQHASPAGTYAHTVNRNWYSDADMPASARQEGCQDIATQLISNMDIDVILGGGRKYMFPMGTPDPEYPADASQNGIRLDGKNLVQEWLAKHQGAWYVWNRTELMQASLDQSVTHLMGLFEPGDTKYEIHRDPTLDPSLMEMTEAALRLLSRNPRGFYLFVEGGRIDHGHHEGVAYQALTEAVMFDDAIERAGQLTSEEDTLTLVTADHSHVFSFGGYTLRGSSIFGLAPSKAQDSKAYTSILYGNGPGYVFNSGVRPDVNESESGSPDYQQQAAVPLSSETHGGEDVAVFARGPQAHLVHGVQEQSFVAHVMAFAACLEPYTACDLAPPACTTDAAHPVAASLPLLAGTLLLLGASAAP
tim10-1 inh: inhibits growth of tim10-1 mutant yeast. S. cerevisiae tim10-1 ts strain growth, BacTiter-Glo, 24 h. inhibition, % at 20 µM. actives 2.2% (n = 330,000);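 active = inhibition of at least 40%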;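 also: mutant grown at 25 °C; 0% = DMSO wells with yeast and 100% = wells holding no yeast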
APOBEC3A inh: blocks human APOBEC3A ssDNA deamination. recombinant A3A, FAM/TAMRA ssDNA deamination fluorescence. inhibition, % at 20 µM. P31941. actives 0.41% (n = 330,000). AID 493011;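 active = at least 40% inhibition at 20 µM here, with at most 30% in a related deaminase screen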;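 also: plate controls were A3A with DMSO for no effect and wells lacking A3A enzyme for full effect; some results filed as inactive read as strong as hits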
Target sequence (P31941 whole entry, looked up): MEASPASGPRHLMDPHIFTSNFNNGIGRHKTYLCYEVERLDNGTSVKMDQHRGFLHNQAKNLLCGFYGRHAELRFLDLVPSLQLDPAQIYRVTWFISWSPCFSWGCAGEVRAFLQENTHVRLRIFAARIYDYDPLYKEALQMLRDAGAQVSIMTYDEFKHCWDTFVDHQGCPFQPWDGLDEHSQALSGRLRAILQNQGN
mIAP inh: mouse IAP inhibition; actives 0.2% (n = 330,000); purified mouse IAP, CDP-Star luminescence, 30 min; inhibition, % at 10 µM;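 active = inhibition of at least 40% at 10 µM in the primary screen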;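 also: plate controls were DMSO with enzyme for no effect and no enzyme wells for full effect; values of inactives mirror those of a sister screen read the other way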
Starred values were filed as active, the others as inactive.

Every second line gives: APOBEC3G inh	MIN6 prolif	mIAP act	NLRP3 yeast inh	TIM10 inh	hIAP inh	tim10-1 inh	APOBEC3A inh	mIAP inh
1) Cc1ccc(N=C2S/C(=C\c3cn(CC(=O)O)c4ccccc34)C(=O)N2C)cc1
  -3	0	0.98	12	8	-19	21	1	2
2) COc1ccccc1-n1cnnc1SCC(=O)N1CCN(C(=O)c2ccco2)CC1
  -7	1	0.89	0	11	4	-2	-3	11
3) COc1cccc(C(=O)Nc2ncc3c(n2)CC(C)CC3=O)c1 (stereo not given)
  -6	3	0.96	9	-1	-5	10	1	4
4) CCC1(CC)C(=O)NC(=O)NC1=NCCc1c[nH]c2ccccc12
  4	3	1.1	-11	1	8	-1	4	-7
5) Cn1nc(C(=O)NCc2ccc(F)cc2)c2c1-c1ccccc1S(=O)(=O)C2
  -6	2	0.98	7	8	6	21	-4	2
6) CN1C(=O)/C(=C/c2ccc(C(=O)Nc3ccc(O)cc3C(=O)O)cc2)SC1=S
  2	-4	0.75	24	27	-10	19	-1	25
7) Cc1nonc1C(=O)N/N=C/c1ccc(O)cc1O
  -8	-2	1	6	23	-97	46*	-5	0
8) Cc1cc(-c2csc(Nc3ccccn3)n2)ccc1F
  -3	-5	1.1	25	2	3	21	2	-6
9) COc1ccc(S(=O)(=O)N2CCCCC2)cc1NC(=O)Cc1ccsc1
  -7	2	1	9	9	7	-8	-3	-2
10) CC1CCCN(C(=O)c2ccncc2)C1 (stereo not given)
  -5	0	0.93	-9	7	0	11	-5	7
11) CCN(CC(=O)N1CCN(Cc2ccccc2)CC1)S(=O)(=O)c1ccc(F)cc1
  -7	4	1	12	4	-5	-5	1	0
12) Cc1cc(NC(=O)CSc2nnc(C3COc4ccccc4O3)o2)no1 (stereo not given)
  -5	-2	1	22	12	-11	8	-4	-1
13) Nc1nc(Nc2ccc(Cl)cc2)nc2ccccc12
  -3	-6	1	40	68*	-22	67*	0	-2
14) COC(=O)c1ccc(CN2CCCC(CO)(Cc3ccccc3F)C2)cc1 (stereo not given)
  -5	4	0.95	14	2	-8	14	-5	4
15) CCC(=O)NC(C)C(c1cccs1)N1CCN(c2ccccc2)CC1 (stereo not given)
  -3	-2	1	-12	0	4	5	2	-4
16) COc1ccc(/C(O)=C2/C(=O)C(=O)N(CCCC(=O)O)C2c2ccc(OC)cc2)cc1 (stereo not given)
  -1	-2	1	9	-1	-4	9	-1	-4
17) COc1ccc(C)cc1NC(=O)CN1C(=O)C(=O)N(C2CCCC2)C1=O
  -8	3	1.1	-2	2	-1	7	-6	-15
18) COC(=O)c1c(NC(=O)CSc2nnc(-c3ccco3)n2C)sc(C)c1C
  -2	-4	1	8	11	11	26	-1	-2
19) COc1ccc(-c2nn(-c3ccccc3C)cc2CNC(C)Cn2cncn2)cc1F (stereo not given)
  -5	-1	1.1	-5	-4	-8	17	-7	-6
20) CC1N(O)C(c2ccc(Cl)cc2Cl)N(O)C1(C)C (stereo not given)
  -6	2	1	8	-1	4	0	-15	0

Excerpt, entries 4 to 17
Every second line gives: APOBEC3G inh	MIN6 prolif	mIAP act	NLRP3 yeast inh	TIM10 inh	hIAP inh	tim10-1 inh	APOBEC3A inh	mIAP inh
4) CCC1(CC)C(=O)NC(=O)NC1=NCCc1c[nH]c2ccccc12
  4	3	1.1	-11	1	8	-1	4	-7
5) Cn1nc(C(=O)NCc2ccc(F)cc2)c2c1-c1ccccc1S(=O)(=O)C2
  -6	2	0.98	7	8	6	21	-4	2
6) CN1C(=O)/C(=C/c2ccc(C(=O)Nc3ccc(O)cc3C(=O)O)cc2)SC1=S
  2	-4	0.75	24	27	-10	19	-1	25
7) Cc1nonc1C(=O)N/N=C/c1ccc(O)cc1O
  -8	-2	1	6	23	-97	46*	-5	0
8) Cc1cc(-c2csc(Nc3ccccn3)n2)ccc1F
  -3	-5	1.1	25	2	3	21	2	-6
9) COc1ccc(S(=O)(=O)N2CCCCC2)cc1NC(=O)Cc1ccsc1
  -7	2	1	9	9	7	-8	-3	-2
10) CC1CCCN(C(=O)c2ccncc2)C1 (stereo not given)
  -5	0	0.93	-9	7	0	11	-5	7
11) CCN(CC(=O)N1CCN(Cc2ccccc2)CC1)S(=O)(=O)c1ccc(F)cc1
  -7	4	1	12	4	-5	-5	1	0
12) Cc1cc(NC(=O)CSc2nnc(C3COc4ccccc4O3)o2)no1 (stereo not given)
  -5	-2	1	22	12	-11	8	-4	-1
13) Nc1nc(Nc2ccc(Cl)cc2)nc2ccccc12
  -3	-6	1	40	68*	-22	67*	0	-2
14) COC(=O)c1ccc(CN2CCCC(CO)(Cc3ccccc3F)C2)cc1 (stereo not given)
  -5	4	0.95	14	2	-8	14	-5	4
15) CCC(=O)NC(C)C(c1cccs1)N1CCN(c2ccccc2)CC1 (stereo not given)
  -3	-2	1	-12	0	4	5	2	-4
16) COc1ccc(/C(O)=C2/C(=O)C(=O)N(CCCC(=O)O)C2c2ccc(OC)cc2)cc1 (stereo not given)
  -1	-2	1	9	-1	-4	9	-1	-4
17) COc1ccc(C)cc1NC(=O)CN1C(=O)C(=O)N(C2CCCC2)C1=O
  -8	3	1.1	-2	2	-1	7	-6	-15

Other records:
Every second line gives: APOBEC3G inh	MIN6 prolif	mIAP act	NLRP3 yeast inh	TIM10 inh	hIAP inh	tim10-1 inh	APOBEC3A inh	mIAP inh
21) CN=CC1=C(O)c2ccccc2C1=O
  -8	-2	0.95	12	-1	12	-17	-4	5
22) CC(C)=C1C2CCC1C1C(=O)N(c3nc(-c4ccccc4)c(C)s3)C(=O)C21 (stereo not given)
  -4	0	0.89	14	12	1	35	2	11
23) C=CCOc1cccc(CNc2cccc(C(=O)O)c2)c1
  -4	2	1	0	5	-1	0	1	-2
24) O=C(NCc1cccnc1)Nc1cccc(Cl)c1
  -4	-2	1.1	17	-4	10	-19	-5	-7
25) CCC1Oc2ccc(C)cc2N(CC(=O)NCCCN2CCOCC2)C1=O (stereo not given)
  5	2	1.1	24	-5	-2	4	3	-6
26) CCCCNC(=S)N1CCn2cccc2C1c1ccccc1 (stereo not given)
  -13	-5	1	16	13	-14	14	-6	-3
27) C=C(C)CN1C(=O)C2(OCCO2)c2ccccc21
  -6	-1	1	4	-6	-5	10	-1	-2
28) COCCNC(=O)C1(C)Oc2ccccc2NC1=O (stereo not given)
  4	3	1	18	-4	-18	17	9	-2
29) COc1ccc(N2CCN(C(=O)CNC(=O)c3ccc4ccccc4c3)CC2)cc1
  -5	0	1.1	16	-1	6	-8	-3	-9
30) COC(=O)[C@]1(Cc2ccccc2)N[C@H](CN(C)S(=O)(=O)c2ccc(C(F)(F)F)cc2)[C@@H]2C(=O)N(Cc3ccccc3)C(=O)[C@@H]21
  -7	-2	1	16	9	-15	5	-2	-4
31) Cc1ccc(N2C(=O)c3ccc(C(=O)N4CCN(c5cccc(C)c5C)CC4)cc3C2=O)cc1
  -7	0	0.92	19	14	10	36	-5	8
32) CC(C)(C)c1ccc(C(=O)NCC(=O)N/N=C/c2cccnc2)cc1
  -8	-2	0.91	9	2	1	-4	-2	9
33) CC(C)CNC(=O)C1CCCN1S(=O)(=O)c1ccc(Cl)cc1 (stereo not given)
  -4	1	0.93	7	1	4	-16	-2	7
34) COc1ccc2nc(SCC(=O)NCCc3ccccc3)[nH]c2c1
  1	0	0.95	17	13	1	6	2	4
35) CC(C)CCNC(=S)Nc1ccc(F)cc1
  -1	-3	1.1	26	10	-4	24	-1	-9
36) NC(=O)NC(=O)CN1C(=O)NC2(CCOc3ccccc32)C1=O (stereo not given)
  -11	-2	0.95	5	7	5	-17	-2	5
37) CCO[C@@H]1OC(C(=O)O)=C[C@H](C2CC2)[C@H]1CCCO
  -5	-1	0.66	-3	-2	-6	-25	-1	34
38) CCOC(=O)c1c(NC(=O)c2cc(C(C)C)on2)sc(C(C)=O)c1C
  -3	-1	0.96	6	-2	-3	12	0	4
39) Cc1nc2ncnn2c(N2CCC(C(=O)NCC3CCCO3)CC2)c1Cc1ccccc1 (stereo not given)
  -6	4	0.97	5	-8	13	2	-4	2
40) CC(C)CC(=O)Nc1ncc([N+](=O)[O-])s1
  1	-2	0.79	12	22	11	23	1	21
41) CCCCCCCCCCCCC(NC(C)=O)(C(=O)OCC)C(=O)OCC
  -7	-4	0.94	-1	-1	-4	17	-2	6
42) O=S(=O)(Cc1ccc(Cl)cc1)CC(O)COCc1ccccc1 (stereo not given)
  -4	-2	0.91	14	24	-2	23	1	9
43) NC(=O)C1CCCN1 (stereo not given)
  -13	2	0.92	8	0	7	4	-4	8
44) O=C1NC(c2cccs2)Nc2sc3c(c21)CCCC3 (stereo not given)
  4	-3	0.95	11	2	7	35	6	5
45) Cc1ccc(S(=O)(=O)Nc2cc(=O)[nH]c(SCC(=O)Nc3ccccc3C(F)(F)F)n2)cc1
  -2	3	1	3	9	3	16	-2	-4
46) O=C(NC1CC1)C1CCN(C2CCN(C(=O)CC3=CCCCC3)CC2)CC1
  -4	-3	1.1	10	11	7	7	-4	-6
47) CC(=O)c1cccc(NC(=O)C2CCCN(S(=O)(=O)c3cccc4nonc34)C2)c1 (stereo not given)
  -8	0	0.93	19	-3	-2	-2	-1	7
48) COc1cccc2c3c(c(C)nc12)CCN3c1ccccc1
  4	-3	0.99	8	-5	-13	9	12	1
49) COc1ccc(NS(=O)(=O)c2c(C)[nH]c(=O)[nH]c2=O)cc1OC
  -7	2	0.97	-1	8	8	-10	-6	3
50) COc1ccc(C(=O)NCC(=O)OCC(=O)N(C)c2ccccc2)cc1
  8	-4	1.1	-14	0	-4	10	-5	-10
51) COc1cc(C(=O)OC(C)CN2CCN(C)CC2)cc(OC)c1OC (stereo not given)
  0	1	0.92	4	0	16	8	1	8
52) CCOC(=O)C1=C(COC(=O)/C=C/c2cccc(F)c2)NC(=O)NC1C (stereo not given)
  2	-3	0.94	12	-7	1	-15	2	6
53) COc1ccc(O)c(/C=N/NC(=O)CCC(=O)Nc2ccc(C)cc2)c1
  -7	-3	0.94	5	5	-61	-21	-8	6
54) O=C1c2cccnc2C(O)N1Cc1ccc(F)cc1 (stereo not given)
  -6	1	1	-2	7	1	0	-1	-3
55) CCN(CCNC(=O)C1CCCN(S(=O)(=O)CC)C1)c1ccccc1 (stereo not given)
  -2	0	0.99	1	-18	-2	-6	1	0
56) Cn1cccc1-c1cc(C(=O)N/N=C/C=C/c2ccccc2)[nH]n1
  -7	-1	0.94	-34	-30	-76	0	-4	6
57) O=C(Cc1c(F)cccc1Cl)Nc1ccccc1-c1ccccc1
  -11	0	0.97	8	20	0	-12	-3	3
58) O=C(CN(Cc1ccccc1)C(=O)CSc1nnc(COc2ccccc2)o1)NC1CCCC1
  9	-1	1	0	-35	8	16	-1	-3
59) COc1cccc2cc(-c3csc(CCn4nc(C)cc4C)n3)c(=O)oc12
  -7	1	0.95	26	8	-18	25	-3	5
60) CCOC(=O)c1c(NC(C)=O)sc2c(OCC(O)CN(CC)CC)c(Br)ccc12 (stereo not given)
  0	-5	1	11	3	4	15	9	-1
61) CNc1nc(Nc2ccc(Br)cc2)nc(N)c1[N+](=O)[O-]
  0	-1	0.88	8	-1	5	10	5	12
62) CN(CCO)c1ccc(C(C(=O)c2ccccc2)c2ccc(N(C)CCO)cc2)cc1
  2	-3	0.98	1	4	-9	7	0	2
